TAAR1 antag: human TAAR1 antagonism | Q96RJ0 | CHO RD-HGA16 TAAR1, Fluo-8 calcium fluorescence, antagonist | inhibition, % at 3 µM | 360,000 tested, 1.5% active;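 active = inhibition above a per-plate cutoff, the mean inhibition of test compounds on that plate plus 3 SD, cut at about 49% in these data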;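 note: 0% = DMSO plus EC80 beta-PEA response and 100% = DMSO alone without agonist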
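Material: CHO RD-HGA16 cells bearing hTAAR1; compound dosing: one-point dosing, 3 µM nominal final; schedule: dye loading 75 min at 37 °C, then 30 min room temperature; measured by: calcium fluorescence with Fluo-8; control set: vehicle and agonist controls; replication: n of 1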
OXTR ag: agonists of human oxytocin receptor | P30559 | CHO-OTR cells, Fluo-8 calcium fluorescence; normalized: DMSO 0%, oxytocin 100% | activation, % at 3 µM | 320,000 tested, 0.32% active;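 active = activation above the mean of all tested compounds plus 3 SD, cutoff set per screening run, cut at about 20% in these data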;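 note: peak over basal fluorescence ratio from a 100 s FLIPR kinetic read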
M1 ag parental: nonselective activator or artifact in parental CHO-K1 cells; Fluo-8 calcium fluorescence; scaled to maximal ATP response, vehicle zero; activation, % at 3 µM; 360,000 tested, 0.48% active; in the data active = activation above about 15%;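 note: untransfected CHO-K1 host cells lacking M1 receptor as counterscreen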
CHO-K1 Ca antag: counter-screen for M1 antagonists: effect in parental CHO-K1 cells; ATP-induced calcium, Fluo-8 fluorescence; inhibition, % at 3 µM; 360,000 tested, 0.6% active;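 active = inhibition above a per-plate cutoff, the plate's mean sample inhibition plus 3 SD, cut at about 24% in these data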;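 note: 0% = DMSO plus EC80 ATP and 100% = DMSO alone without ATP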
GPR7 antagonist: blocks human GPR7 receptor signaling; 290,000 tested, 1.1% active; inhibition, % at 4.4 µM; GPR7-expressing cells, fluorescence antagonist assay; in the data active = inhibition above about 16%, passing the limit was not always enough;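 note: cells stimulated with the agonist NPW; 0% = agonist with vehicle and 100% = vehicle without agonist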
Target sequence (P48145 whole entry, looked up): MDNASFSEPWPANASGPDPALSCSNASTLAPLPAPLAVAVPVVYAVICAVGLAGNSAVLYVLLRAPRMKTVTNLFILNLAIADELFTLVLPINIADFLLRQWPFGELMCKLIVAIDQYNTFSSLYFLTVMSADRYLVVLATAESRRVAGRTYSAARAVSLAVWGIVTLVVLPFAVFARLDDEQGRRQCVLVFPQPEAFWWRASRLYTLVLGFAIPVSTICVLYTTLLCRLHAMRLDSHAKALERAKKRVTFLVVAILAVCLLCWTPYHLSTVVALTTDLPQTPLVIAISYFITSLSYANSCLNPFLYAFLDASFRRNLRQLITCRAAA
M1 PAM parental: nonselective activator or artifact in parental CHO-K1 calcium assay; ATP EC20, Fluo-8 calcium fluorescence; 0% at ATP EC20, 100% at ATP max; activation, % at 3 µM; 360,000 tested, 0.02% active; AID 602247;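 active = activation above the run cutoff, the mean activation of all test compounds plus 3 SD, cut at about 40% in these data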;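 note: peak over basal fluorescence ratio in a 140 s read after ATP addition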
OXTR potentiator: human OXTR potentiation. P30559. CHO-OTR cells, Fluo-8 calcium fluorescence, potentiator mode; 0% = oxytocin EC15, 100% = EC100. activation, % at 3 µM. 320,000 tested, 0.061% active. AID 2445;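 active = activation above that plate's cutoff, the mean activation of tested compounds plus 3 SD, cut at about 6.6% in these data, passing the limit was not always enough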;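 note: 100% uses oxytocin at 75 nM as the full agonist control; some results filed as inactive read as strong as hits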
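Material: human OTR in CHO cells. Compound: 3.0 µM, one dose. Timing: compound 6 min at room temperature before oxytocin, 100 s read. Evaluation: % activation of max/min ratio relative to oxytocin controls. Replication: single well per compound, singlicate. Signal: Fluo-8 calcium dye fluorescence.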
CHO parental Ca: signal in parental CHO cells, OX1R antagonist counter-screen; parental CHO-K1, ATP-induced calcium, Fluo-8 fluorescence; inhibition, % at 5.6 µM; 330,000 tested, 0.63% active; AID 463079;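 active = inhibition above that plate's mean sample inhibition plus 3 SD, cut at about 26% in these data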;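 note: 0% = ATP-challenged DMSO wells and 100% = DMSO wells without ATP; some compounds past the cut are filed as inactive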
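Material: Parental CHO cells | Reagent: ATP | Compound dosing: Single nominal dose of 5.6 µM per compound | Detection: Intracellular calcium via Fluo-8 no-wash fluorescent dye | Read-out: % inhibition of ATP-induced calcium mobilization | Benchmarks: Low control ATP plus DMSO, high control DMSO only | Replicates: Singlicate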
V1aR counter: V1a receptor agonism, counter-screen for OXTR agonists. P37288. activation, % at 3 µM. AID 2797. 320,000 tested, 0.25% active. CHO-V1R cells, Fluo-8 calcium fluorescence, agonist mode; 0% DMSO, 100% 3 nM vasopressin;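 active = activation above the mean activation of all tested compounds plus 3 SD, per screening run, cut at about 20% in these data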;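 note: signal is peak over basal fluorescence ratio across a 100 second FLIPR read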
Target sequence (P37288 whole entry, looked up): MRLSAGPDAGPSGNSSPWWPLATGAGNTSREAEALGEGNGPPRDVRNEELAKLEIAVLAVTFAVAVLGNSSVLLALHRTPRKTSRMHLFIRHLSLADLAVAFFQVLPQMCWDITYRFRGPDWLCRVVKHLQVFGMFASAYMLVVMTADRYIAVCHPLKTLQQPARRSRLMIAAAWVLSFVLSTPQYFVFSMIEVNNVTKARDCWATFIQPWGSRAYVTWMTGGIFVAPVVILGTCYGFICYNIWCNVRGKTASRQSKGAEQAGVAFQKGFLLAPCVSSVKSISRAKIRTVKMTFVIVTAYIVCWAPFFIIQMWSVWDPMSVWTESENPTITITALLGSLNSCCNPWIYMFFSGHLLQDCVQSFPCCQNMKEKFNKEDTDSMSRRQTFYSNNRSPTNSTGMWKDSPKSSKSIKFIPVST
Starred values were filed as active, the others as inactive; . = no result given.

#	canonical_smiles	OXTR potentiator	M1 PAM parental	OXTR ag	CHO-K1 Ca antag	TAAR1 antag	CHO parental Ca	M1 ag parental	GPR7 antagonist	V1aR counter
1	CCOc1ccc(OCC)c(S(=O)(=O)n2ccnc2C)c1	-4	-15	-1.9	7	-10	-24	-0.4	-2	0.5
2	CN1C(=O)[C@H]2[C@@H](c3ccc(C(F)(F)F)cc3)N[C@]3(CCCN(Cc4ccc(Cl)cc4)C3=O)[C@H]2C1=O	.	7	.	-8	6	.	0.1	.	.
3	CSc1ccccc1C(=O)N1CCOCC1	-15	5	-0.8	2	-9	-2	0.3	-4	0.3
4	O=C1NC2(CCCCC2)Oc2ccccc21	-2	10	-2.3	-6	-28	-14	1.8	-14	-1.1
5	CCC(=O)N1CCN(c2nc(C)nc3sc(C)c(C)c23)CC1	5	21	-1.4	-19	-9	-10	0.2	-3	-0.3
6	CCN(Cc1nc2ccccc2c(=O)[nH]1)C(=O)COc1ccccc1Cc1ccccc1	.	21	.	-25	11	.	4.9	.	.
7	O=C(CSCc1nc2c(nnn2Cc2ccc(F)cc2)c(=O)[nH]1)Nc1c(Cl)cc(Cl)cc1Cl	1	14	-0.7	-17	-17	-12	0.8	-11	0.3
8	O=C(Nc1ccc(N2CCOCC2)cc1)C1(S(=O)(=O)c2ccccc2)CC1	-2	3	0.7	-4	11	-3	0.0	-9	-0.1
9	Fc1ccc(-c2nnc(CN3CCC(c4nc5ccccc5s4)CC3)o2)cc1	.	-23	.	-2	4	.	2.1	-11	.
10	COc1ccc(N2C(=O)CC(N3CCN(C4CCc5ccccc5C4)CC3)C2=O)cc1 (stereo unspecified)	-15	5	-1.9	-13	3	-21	-0.2	-3	0.9
11	O=C(NCc1ccc2c(c1)OCO2)c1cc([N+](=O)[O-])ccc1N1CCOCC1	-10	0	1.6	-11	.	-7	2.6	.	0.6
12	CCCCC(=O)Nc1nnc(S(=O)(=O)N(C)Cc2ccco2)s1	-4	-4	-0.9	-2	-22	-14	0.2	2	-0.5

#	canonical_smiles	OXTR potentiator	M1 PAM parental	OXTR ag	CHO-K1 Ca antag	TAAR1 antag	CHO parental Ca	M1 ag parental	GPR7 antagonist	V1aR counter
13	Cc1ccc(-n2nc3c(c2NC(=O)c2ccccc2Br)CS(=O)C3)cc1 (stereo unspecified)	-3	8	0.2	-4	-11	6	-0.4	-9	0.4
14	O=C(Oc1ccc(/C=N/O)cc1)c1ccccc1	-7	7	-0.4	-3	0	-7	0.5	13	1.5
15	CC1=C(C(=O)OC(C)C)C(c2cccs2)C(C(=O)OC(C)C)=C(C)N1	-11	-1	-2.6	1	-1	-23	-0.5	-21	-0.5
16	CCCCn1c(N)c(N(CCOC)C(=O)c2cccc(S(=O)(=O)N(C)c3ccc(C)cc3)c2)c(=O)[nH]c1=O	-7	-12	-1.1	8	-16	-8	-0.2	.	-0.1
17	COc1ccccc1NC(=O)CN1CCC(n2c(C)nc3cc(F)ccc32)CC1	-18	-4	6.7	14	17	-20	1.1	-5	10
18	COc1ccc(C(O)c2ncc(C(F)(F)F)cc2Cl)cc1 (stereo unspecified)	-3	8	-0.9	-4	8	-15	0.9	-19	0.6
19	COC(=O)c1sccc1NC(=O)c1ccc(C(C)C)cc1	-15	11	-1.3	7	20	-24	0.2	-5	0.0
20	S=C(NCCN1CCCCC1)Nc1ccccc1	0	7	-0.7	-2	-8	-4	0.7	-4	1.0
21	Nc1cc(=O)[nH]c(SCC(=O)N2N=C(c3ccc4ccccc4c3)CC2c2ccccc2)n1 (stereo unspecified)	-9	13	-0.7	-13	41	-9	0.8	2	-0.9
22	CCc1ccc(C(=O)NNC(=O)c2ccc(=O)n(C)n2)cc1	-8	2	3.5	-6	4	-3	0.7	-1	1.2
23	CCC(C)NC(=O)Cn1c(COc2ccc(Cl)cc2Cl)nc2ccccc21 (stereo unspecified)	3	14	-2.2	-5	-19	-2	-0.5	-8	-0.6
24	Cc1ccnc(NS(=O)(=O)c2ccc(NC(=O)C3CC3)cc2)n1	6	-9	0.5	2	-31	-7	-0.1	-13	-0.5

Quoted from the listing.
OXTR potentiator result of CC1=C(C(=O)OC(C)C)C(c2cccs2)C(C(=O)OC(C)C)=C(C)N1 reads -11
TAAR1 antag result of Cc1ccnc(NS(=O)(=O)c2ccc(NC(=O)C3CC3)cc2)n1 reads -31

(listing goes on)
#	canonical_smiles	OXTR potentiator	M1 PAM parental	OXTR ag	CHO-K1 Ca antag	TAAR1 antag	CHO parental Ca	M1 ag parental	GPR7 antagonist	V1aR counter
25	CSCCC(NC(=O)COc1ccccc1)C(=O)NCc1cccs1 (stereo unspecified)	-3	7	-1.0	-2	-25	-17	1.0	3	0.0
26	C/C(Cl)=C/Cn1c(NCCCn2ccnc2)nc2c1c(=O)[nH]c(=O)n2C	1	0	0.7	1	-5	-4	0.0	-11	0.9
27	Nc1nnn(CC(=O)N/N=C/c2cn[nH]c2-c2ccccc2)n1	4	-15	0.1	9	-22	-25	0.4	-9	1.9
28	CCOC(=O)/C=C/c1ccc(C(F)(F)F)cc1S(=O)(=O)NC(C)(C)C	-8	0	-2.7	-7	10	-31	-0.7	.	-0.8
29	CC(C)(C)OC(=O)N1Cc2ccccc2C[C@H]1C(=O)NCC(=O)NC1CCCCC1	2	19	-2.0	-15	-23	-22	0.5	-8	-0.6
30	CCNS(=O)(=O)c1cc(OC)c(Cl)cc1OC	5	17	0.3	2	-22	-11	0.6	-2	-0.6
31	O=C(Nc1ccn(CCCNCCCN2CCCC2=O)c(=O)n1)OCc1ccccc1	.	4	.	-7	-6	.	0.2	.	.
32	CC(C)(CNC(=O)Cc1ccc(Cl)cc1Cl)N1CCOCC1	-4	-16	1.2	8	-6	4	0.1	-14	0.0
33	CCc1ccc(NC(=O)C(=O)NCC2CCCO2)cc1 (stereo unspecified)	-4	3	-0.9	6	16	3	-0.5	-14	0.1
34	O=C(COC(=O)CSc1nnc(-c2ccc(Cl)cc2)o1)NCc1ccc2c(c1)OCO2	-18	11	4.2	-8	-4	-7	0.6	-7	3.4
35	COc1ccccc1NC(=O)Nc1nnc([C@@H]2C[C@H](O)[C@@H](CO)O2)s1	.	14	.	-8	-2	.	0.9	.	.
36	CCOC(=O)NC1(C(F)(F)F)C(=O)N(Cc2ccccc2)C2=C1C(=O)CC(C)(C)C2 (stereo unspecified)	-5	11	-1.4	-2	-9	-13	0.2	1	-0.9

#	canonical_smiles	OXTR potentiator	M1 PAM parental	OXTR ag	CHO-K1 Ca antag	TAAR1 antag	CHO parental Ca	M1 ag parental	GPR7 antagonist	V1aR counter
37	Cc1ccccc1Nc1nnc(SCC(=O)Nc2ccccc2[N+](=O)[O-])s1	-9	8	-0.4	-3	-4	-13	5.9	-10	1.5
38	CCOc1ccccc1C(=O)NC1CCN(Cc2nnnn2C2CCCC2)CC1	.	11	.	0	2	.	0.8	-4	.
39	Cc1cc(C)n2nc(CC(=O)NNC(=O)c3ccc(N(C)C)cc3)nc2n1	-7	11	0.0	3	11	8	0.1	5	-0.5
40	COC(=O)c1cc(OC)nc2c1c(=O)n(C)c(=O)n2C	2	-6	0.8	1	-2	-12	1.8	-14	0.6
41	CCOc1ncccc1C(=O)NCc1ccccc1Cl	-5	-16	-2.4	-3	-1	-9	0.2	-15	-1.4
42	CC1(C)CC(=O)C=C(c2n[nH]nc2C2CCCCC2)C1	.	14	.	-8	-20	.	0.9	.	.
43	COc1ccc(C(=O)CSc2ncn[nH]2)cc1OC	-26	15	-0.2	-1	11	-2	0.3	-14	1.1
44	O=C(NCC1CC1)C1Cc2c(-c3ccc(Cl)cc3)ccnc2O1 (stereo unspecified)	.	-5	.	8	-11	.	0.1	.	.
45	COc1ccc(NC(=O)CCNC(=O)Cn2ccc3ccccc3c2=O)cc1Cl	-3	0	-0.3	11	-11	-18	-0.1	-10	0.3
46	CCC(CO)Oc1cc(NCc2ccc(OC)cc2)c2ncn(C(C)C)c2c1 (stereo unspecified)	2	2	1.2	-3	-7	-19	0.8	.	0.6
47	Cc1ccc(C2N3CC4([N+](=O)[O-])CN2CC([N+](=O)[O-])(C3)C4(C)C)cc1 (stereo unspecified)	0	7	-1.5	0	-10	2	-0.1	-6	0.0
48	Cc1ccc(NC(=S)N(CCCN2CCOCC2)Cc2cccs2)c(C)c1	-4	-6	-1.3	1	-8	-25	-0.2	-2	0.9

#	canonical_smiles	OXTR potentiator	M1 PAM parental	OXTR ag	CHO-K1 Ca antag	TAAR1 antag	CHO parental Ca	M1 ag parental	GPR7 antagonist	V1aR counter
49	Cc1nnc(SC(C)C(=O)Nc2ccc3ccccc3c2)[nH]c1=O (stereo unspecified)	-9	3	1.0	3	-22	-6	0.4	0	-0.1
50	COc1cc(C)nc(Oc2ccc(OCCOc3ccccc3)nn2)n1	1	20	-0.3	-2	5	8	1.4	0	0.7
51	CCOC(=O)Nc1cccc(OCC(=O)Nc2ccc3c(c2)CCC3)c1	-1	2	-1.3	-4	5	-23	2.0	.	1.1
52	O=C(NC1CCCCC1)NC1(C(=O)N2CCN3CCCC3C2)CCCCC1 (stereo unspecified)	-6	17	0.1	-12	2	-10	-0.4	-13	-0.7
53	Cn1nc(C(F)(F)F)c(-c2ccc(F)cc2)c1NC(=O)Nc1ccc(F)cc1	-19	0	12	21	0	25	11	-2	15
54	CCc1ccc(OCCNC(=O)c2ccccc2SCc2ccccc2)cc1	-9	12	1.6	4	61*	18	2.3	-13	1.1
55	Nc1cc(OC(=O)c2ccccc2Br)nn1S(=O)(=O)c1ccccc1	-18	7	-2.6	6	10	0	-0.3	-5	-1.6
56	COc1ccc2[nH]cc(CCNS(=O)(=O)c3ccccc3)c2c1	-8	23	2.3	-13	-7	-6	0.8	11	1.2
57	Cc1ccc(Nc2nnc(SC(C)C(=O)NCC3CCCO3)s2)cc1 (stereo unspecified)	-7	-6	-0.9	-8	0	-28	-0.6	.	0.3
58	COCCCNC(=O)Cn1nnc(-c2ccccc2NC(=O)c2ccccc2F)n1	4	0	0.5	-30	7	-18	2.2	0	0.5
